Screening results as filed in PubChem BioAssay.
Rin1-Abl PPI inh – blocks binding of human Rin1 to Abl; P00519+Q13671; TR-FRET Rin1/Abl binding, biochemical; inhibition, % at 7.35 µM; 360,000 tested, 0.4% active; AID 588664; in the data active means inhibition above about 5%, passing the limit was not always enough
Neddyl block – cullin neddylation inhibition; 360,000 tested, 0.58% active; calls only at 25 µM; TR-FRET cullin neddylation, biochemical; P61081+Q13564; AID 651699; in the data active means inhibition above about 36%
eLon inh – E. coli protease La inhibition; P0A9M0; 360,000 tested, 0.42% active; inhibition, % at 7.94 µM; purified E. coli Lon protease, fluorescence polarization; AID 602123; in the data active means inhibition above about 13%, passing the limit was not always enough;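 further: 0% = enzyme with probe and DMSO and 100% = no enzyme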
CendR NRP1 mod – NRP-1/CendR interaction modulation; 360,000 tested, 0.85% active; O14786; inhibition, % at 25 µM; FAM-RPARPAR peptide binding to NRP-1, fluorescence polarization;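 active means inhibition or corrected inhibition above about 18%, plus a signal ratio from 0.5 to 1.5, limit read from the data, passing the limit was not always enough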; further: strong numbers were not always called active
PABP1 MLLE inh – inhibitors of microRNA-mediated deadenylation, human PABP1 MLLE binding; AID 588489; GST-MLLE / FITC-PAM2 fluorescence polarization; P11940; 360,000 tested, 0.36% active; inhibition, % at 20 µM; in the data active means inhibition above about 35%, passing the limit was not always enough;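 further: plate controls were DMSO wells with GST-MLLE for no effect and wells lacking GST-MLLE protein for full effect; some results filed as inactive read as strong as hits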
MsrA act – bovine methionine sulfoxide reductase A activation | purified bovine MsrA, absorbance read-out | activation, % at 10.6 µM | 360,000 tested, 0.3% active | AID 602163; in the data active means activation above about 7.5%;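 further: 0% = vehicle and 100% = reference activator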
SKN-1 block – inhibitors of C. elegans SKN-1 | C. elegans VP596 Pgst-4::GFP/RFP ratio, acrylamide-induced, 24 h | inhibition, % at 21.8 µM | 360,000 tested, 0.49% active | AID 624304;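 active means interference check ratio from 0.5 to 1.5 plus GFP to RFP signal ratio inhibition reaching or exceeding a fixed threshold, cut at about 30% in these data, passing the limit was not always enough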; further: some compounds called inactive have numbers as strong as hits
MT1-MMP act inh – blocks activation of human MT1-MMP | HT1080 RFP-PRO-GFP cells, GFP/RFP ratio fluorescence, overnight; percent of plate control window, DMSO zero | P50281 | GFP/RFP ratio change, % at 20 µM | AID 651647 | 360,000 tested, 0.061% active;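 active means GFP/RFP ratio change of at least 30% with cell ATP level not reduced by more than half and red fluorescence within 50% of control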; further: strong numbers were not always called active
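Test system: HT1080 RFP-PRO-GFP cells; Benchmarks: DMSO and RFP-L50D-GFP cell wells; Timing: cells overnight before dosing, compound overnight, 37 °C, 5% CO2; Compound: one 20 µM compound dose with 1% DMSO; Read-out: GFP/RFP fluorescence ratio.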
FAS TE block – inhibitors of human fatty acid synthase thioesterase domain | P49327 | AID 602261 | 360,000 tested, 0.67% active | recombinant FAS-TE, OMFH fluorogenic substrate, fluorescence endpoint | inhibition, % at 15 µM;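 active means compounds whose normalised, plate-corrected inhibition of enzyme fluorescence in the single-dose primary screen is 50% or more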;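 further: 0% = DMSO with enzyme and 100% = substrate without enzyme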
Target sequence (P49327 whole entry, looked up, the tested form may be a part): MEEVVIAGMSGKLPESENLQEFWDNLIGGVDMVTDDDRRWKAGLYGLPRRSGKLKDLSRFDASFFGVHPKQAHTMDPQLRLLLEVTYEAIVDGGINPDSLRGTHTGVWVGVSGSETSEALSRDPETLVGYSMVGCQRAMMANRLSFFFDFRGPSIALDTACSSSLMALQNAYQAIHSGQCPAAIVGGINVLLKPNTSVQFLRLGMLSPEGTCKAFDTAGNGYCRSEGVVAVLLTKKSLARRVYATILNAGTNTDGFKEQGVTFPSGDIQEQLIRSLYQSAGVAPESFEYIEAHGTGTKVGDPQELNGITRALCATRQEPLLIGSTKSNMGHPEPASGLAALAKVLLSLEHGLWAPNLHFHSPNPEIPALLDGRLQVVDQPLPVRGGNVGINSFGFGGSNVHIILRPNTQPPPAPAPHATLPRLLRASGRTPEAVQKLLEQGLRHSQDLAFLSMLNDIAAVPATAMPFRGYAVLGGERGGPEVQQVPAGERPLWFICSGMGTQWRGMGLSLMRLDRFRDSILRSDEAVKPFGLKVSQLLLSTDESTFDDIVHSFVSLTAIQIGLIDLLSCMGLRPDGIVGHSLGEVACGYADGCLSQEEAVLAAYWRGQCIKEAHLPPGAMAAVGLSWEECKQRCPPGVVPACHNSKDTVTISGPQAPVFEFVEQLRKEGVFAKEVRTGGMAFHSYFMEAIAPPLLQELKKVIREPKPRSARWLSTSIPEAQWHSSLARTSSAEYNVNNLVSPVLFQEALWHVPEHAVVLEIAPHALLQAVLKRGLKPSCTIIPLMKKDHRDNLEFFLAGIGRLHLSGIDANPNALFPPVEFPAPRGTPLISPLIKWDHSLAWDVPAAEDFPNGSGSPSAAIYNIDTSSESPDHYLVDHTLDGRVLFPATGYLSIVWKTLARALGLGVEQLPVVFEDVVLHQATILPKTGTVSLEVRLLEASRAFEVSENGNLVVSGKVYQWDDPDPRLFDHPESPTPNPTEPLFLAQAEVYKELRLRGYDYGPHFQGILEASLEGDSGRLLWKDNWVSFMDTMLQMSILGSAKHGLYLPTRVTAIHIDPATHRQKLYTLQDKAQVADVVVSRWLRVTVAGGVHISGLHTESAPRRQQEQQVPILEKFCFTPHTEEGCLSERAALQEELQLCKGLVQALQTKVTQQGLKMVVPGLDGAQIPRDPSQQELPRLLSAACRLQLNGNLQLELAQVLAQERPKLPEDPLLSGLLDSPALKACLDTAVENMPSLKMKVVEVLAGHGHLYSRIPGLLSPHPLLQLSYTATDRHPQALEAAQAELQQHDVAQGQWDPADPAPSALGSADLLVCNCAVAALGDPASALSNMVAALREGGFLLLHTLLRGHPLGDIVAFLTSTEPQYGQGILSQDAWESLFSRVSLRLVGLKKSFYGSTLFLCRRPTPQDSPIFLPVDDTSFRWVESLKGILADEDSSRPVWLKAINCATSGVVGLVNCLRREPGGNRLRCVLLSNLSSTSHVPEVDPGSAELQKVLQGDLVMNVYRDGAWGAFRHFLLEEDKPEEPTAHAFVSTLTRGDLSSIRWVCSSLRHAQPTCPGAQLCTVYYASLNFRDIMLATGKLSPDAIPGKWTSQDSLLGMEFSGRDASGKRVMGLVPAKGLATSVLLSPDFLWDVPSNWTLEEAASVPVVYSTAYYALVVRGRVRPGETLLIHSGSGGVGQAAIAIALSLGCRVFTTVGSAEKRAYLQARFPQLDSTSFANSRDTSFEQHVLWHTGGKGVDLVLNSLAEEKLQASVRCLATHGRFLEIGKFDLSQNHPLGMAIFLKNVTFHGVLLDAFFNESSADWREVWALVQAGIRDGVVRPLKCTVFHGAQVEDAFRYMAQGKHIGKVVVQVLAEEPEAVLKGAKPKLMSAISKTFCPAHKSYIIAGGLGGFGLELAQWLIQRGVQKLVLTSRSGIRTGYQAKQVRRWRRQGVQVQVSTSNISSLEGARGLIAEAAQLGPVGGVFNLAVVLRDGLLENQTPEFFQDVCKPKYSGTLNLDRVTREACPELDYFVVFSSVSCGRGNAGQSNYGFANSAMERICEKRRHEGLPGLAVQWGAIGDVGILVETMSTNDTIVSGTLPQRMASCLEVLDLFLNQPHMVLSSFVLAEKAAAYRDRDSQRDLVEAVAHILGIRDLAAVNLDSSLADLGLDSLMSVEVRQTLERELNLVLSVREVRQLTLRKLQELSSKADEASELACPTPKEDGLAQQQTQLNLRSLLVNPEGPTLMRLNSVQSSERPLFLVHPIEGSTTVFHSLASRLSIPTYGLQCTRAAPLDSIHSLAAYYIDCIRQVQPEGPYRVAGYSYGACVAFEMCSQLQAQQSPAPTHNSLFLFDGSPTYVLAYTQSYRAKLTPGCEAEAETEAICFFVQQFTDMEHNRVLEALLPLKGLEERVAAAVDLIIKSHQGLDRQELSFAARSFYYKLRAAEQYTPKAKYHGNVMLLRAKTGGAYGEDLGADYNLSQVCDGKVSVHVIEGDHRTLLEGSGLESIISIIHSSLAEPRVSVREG
* marks the source's active call; other numbers are inactive results; i = inactive; · = no result given.

Values run as follows: Rin1-Abl PPI inh, Neddyl block, eLon inh, CendR NRP1 mod, PABP1 MLLE inh, MsrA act, SKN-1 block, MT1-MMP act inh, FAS TE block
> CC(=O)NC1C(=O)Nc2c(C)cc(C)cc21 (configuration not stated)
→ 0, i, -4, 8, 1, -4, 6, 2, -2
> Cc1ccccc1NC(=O)COC(=O)c1c(C)nn(-c2ccccc2)c1C
→ -1, i, -1, -14, -13, -3, 6, -1, -3
> O=C(c1ccc(-n2cnnn2)cc1)N1CCOCC1
→ 1, i, -4, 3, -15, -2, 6, 2, -12
> CC(=O)NC(Cc1ccccc1C)C(=O)NC1CCN(c2nnnn2-c2ccccc2)CC1 (configuration not stated)
→ 3, i, 2, 5, 6, 12*, 10, 0, -5
> C/C(=N/NC(=O)CC(=O)N/N=C(\C)c1ccc([N+](=O)[O-])cc1)c1ccc([N+](=O)[O-])cc1
→ -2, i, 2, 5, -2, -1, 5, 3, 36
> O=C(CCCc1nc2ccccc2s1)NC(c1ccccc1)c1ccccc1
→ 0, i, -3, -10, 7, -2, 1, -1, -6
> CC(=O)c1nc(N2C(=O)CC(Cc3ccc(C)cc3)C2=O)sc1C (configuration not stated)
→ -6, i, 10, -4, -12, -4, -2, -3, -3
> Cc1ccn2c(-c3n[nH]c(=S)n3C)c(C)nc2c1
→ -1, i, -2, 1, -13, -4, 11, -1, -10
> CC(C)C1C(C#N)=C(N)Oc2n[nH]c(-c3cccs3)c21 (configuration not stated)
→ 0, i, -3, 2, -7, -1, -5, 0, 30
> Cc1ccc(S(=O)(=O)N2CCN(c3ccccc3)CC2)cc1C(N)=O
→ 3, i, 9, 3, -6, -3, 2, 4, -6
> CC1(c2nnnn2-c2ccc3c(c2)OCCO3)CCC(=O)N1C1CCN(Cc2ccccc2)CC1 (configuration not stated)
→ ·, i, -2, 2, ·, -1, -5, 4, -12
> COc1ccccc1NC(=O)c1ccc2c(c1)nnn2C
→ 0, i, -6, -1, -9, -12, 4, 5, -9
> COc1ccc(C(=O)NCCC2=CCCCC2)cc1OC1CCN(C(C)C)CC1
→ 1, i, 5, 12, -3, -1, 20, -2, -1
> OCCC1CN(Cc2ccsc2)CCN1C1CCCC1 (configuration not stated)
→ -1, i, 20*, 7, 0, 0, -3, -4, -4
> CN(C)/C=C/C(=O)c1ccc(S(=O)c2ccccc2)cc1 (configuration not stated)
→ -4, i, 5, -3, 10, -2, 2, -3, 1
> S=C(Nc1ccc(Cl)cc1)c1nc2ccccc2s1
→ 0, i, -7, -5, -133, -1, -13, 1, 12
> Cc1cccc(-c2nc3ccccc3c(=O)n2NC(=O)c2cccs2)c1
→ -1, i, -6, 8, -5, -5, 9, 6, -13
> NS(=O)(=O)c1ccccc1NC(=O)c1c(O)c2ccccc2[nH]c1=O
→ 2, i, -7, -16, 13, -3, 5, -6, -4
> Cn1cc(/C=C2\SC(=S)N(N3CCOCC3)C2=O)c2ccccc21
→ -2, i, -11, -8, -2, -11, -8, 2, -6
> CCOc1cc(/C=C2\COc3ccccc3C2=O)cc(Br)c1OCC(=O)N(C)C
→ 4, i, 6, 1, -4, -4, 10, -17, 21
> COc1cc(OC)c(C(=O)N2CCN(c3ccccn3)CC2)cc1OC
→ 2, i, -10, 7, -5, 1, -25, 4, -4
> Cc1nc(NC(=O)C23CCC(C)(C(=O)O2)C3(C)C)sc1C (configuration not stated)
→ -1, i, -4, 3, 9, -5, -15, 3, -3
> COc1ccc(N(CC(=O)NCCSCc2ccccc2C)S(=O)(=O)c2ccccc2)cc1
→ -2, i, -2, 2, 19, -1, 9, -2, 29
> O=C(c1ccc(C(F)(F)F)cc1)C1CCCN(C(=O)CN2CCCC2=O)C1 (configuration not stated)
→ 3, i, -2, 8, -8, -5, -1, 3, -6
> Cc1ccc(CNS(=O)(=O)c2ccc3c(c2)NC(=O)CO3)cc1
→ 1, i, 0, 1, 11, 0, 19, 1, -2
> CCc1ccccc1NC(=O)CN(c1ccc(OC)cc1OC)S(=O)(=O)c1ccccc1
→ 2, i, -3, 13, 0, -1, 0, -4, 21
> COc1ccc(NC(=O)c2cc(S(=O)(=O)N3CCc4ccccc43)cn2C)c(OC)c1
→ 0, i, 3, 4, 14, -7, 3, -1, 20
> COc1ccc(C(C(=O)NC(C)(C)C)N(Cc2cccnc2)C(=O)CCC(=O)Nc2cc(C)on2)cc1 (configuration not stated)
→ 0, i, -4, 2, -1, -1, 17, -2, -2
> Cc1noc(/C=C/c2cccs2)c1S(=O)(=O)N1CCC(C(=O)NCCCN2CCCC(C)C2)CC1 (configuration not stated)
→ 0, i, 2, -1, 7, -2, -3, 4, 0
> COc1ccc([N+](=O)[O-])cc1NC(=O)C(C)Sc1nc(-c2ccccc2)cs1 (configuration not stated)
→ -1, i, -10, -9, 13, -4, 5, 3, 26
> O=C(COc1ccccc1F)Nc1cc(S(=O)(=O)Nc2cccc(Cl)c2)ccc1O
→ 3, i, -6, 25*, 34, -5, -9, 7, 2
> COc1ccc(C(=O)Nc2cc([N+](=O)[O-])ccc2N2CCN(C)CC2)cc1
→ -2, i, -8, 1, 6, -3, 24, -2, 38
> Cc1cc(NC(=O)CCC(=O)N(CC(=O)NC2CCCC2)Cc2ccc3c(c2)OCO3)no1
→ 2, i, -4, -3, -2, -1, -11, -3, 1
> CN(C)S(=O)(=O)c1ccc(N2CCCC2)c(C(=O)N2CCN(S(=O)(=O)c3ccc(F)cc3)CC2)c1
→ 5, i, 9, 14, -3, -13, -9, -4, 4
> COc1ccc(C(=O)Nc2ccccc2C(=O)Nc2cccnc2)cc1
→ 0, i, -2, 15, 4, -5, 2, -3, -3
> Cc1ccc([N+](=O)[O-])cc1S(=O)(=O)Nc1cccc(-c2ccc(N3CCOCC3)nn2)c1
→ 2, i, -4, 8, 2, -1, 12, 2, 14
> O=C(Nc1cccn2ncnc12)c1ccc(Cl)cc1Cl
→ 0, i, 5, -13, 0, 2, -8, -3, -8
> O=C(NCc1ccco1)c1ccc([N+](=O)[O-])o1
→ 0, i, 20, -10, 8, 2, -19, 2, 0
> Cc1ccnc(SC2CC(=O)N(c3ccc([N+](=O)[O-])cc3)C2=O)n1 (configuration not stated)
→ 0, i, 0, 0, 39*, 0, -8, 1, 2
> CC(/C=C/C=C/c1ccccc1)=N/NC(=O)C(O)c1ccccc1 (configuration not stated)
→ -2, i, -6, -9, -6, 0, -9, 2, -6
> CCOc1ccccc1OCC(=O)Nc1c(C)n(C)n(-c2ccccc2)c1=O
→ 0, i, 3, 11, 4, -3, 2, -4, -8
> COc1ccc(NS(=O)(=O)c2cc(NC(=O)CCc3ccc(OC)c(OC)c3)ccc2N2CCOCC2)cc1
→ 1, i, 0, -6, -4, -5, -6, 1, 9
> CC(C)(C)C(=O)Nc1ccc(-c2cc3cc(Cl)ccc3o2)cc1
→ -2, i, -3, 5, -8, -3, -3, 2, -3
> COc1ccc(C(CNC(=O)c2cccc(S(=O)(=O)Nc3cccc(C)c3)c2)N2CCOCC2)cc1 (configuration not stated)
→ -2, i, -11, 11, -4, -3, -15, -9, 3
> Cc1ccc2c(c1)N(S(=O)(=O)c1cc(-c3onc(C)c3C)ccc1C)CCO2
→ -1, i, 1, 9, -10, -9, -2, 6, 22
> COc1ccc(/C=N/NC(=O)CNC(=O)/C=C/c2ccccc2OC)cc1
→ -1, i, -2, -3, 0, -3, 13, -2, -1
> C[C@H]1CCCCO[C@H](CN(C)C(=O)C2CCCCC2)[C@@H](C)CN([C@@H](C)CO)C(=O)c2cc(NC(=O)NC3CCCCC3)ccc2O1
→ -3, i, -1, 0, -7, 0, -4, 5, -2
> CCCC1CCC(=C(C#N)C(N)=O)CC1 (configuration not stated)
→ 0, i, 0, 2, 5, -10, -9, 1, -6
> Cc1ccc(NCc2n[nH]c(=S)n2-c2ccccc2)cc1
→ 2, i, -3, 7, -5, -3, 3, -2, -10
> CCOC(=O)C1Cc2ccccc2CN1 (configuration not stated)
→ 0, i, -8, 4, -15, -3, 7, 5, -10
> O=C1CN(C(=O)COC(=O)c2ccc(Br)o2)c2ccccc2N1
→ 2, i, -8, 11, 12, -3, -12, -3, -5
> O=C(CNS(=O)(=O)c1ccc(Br)cc1)NCc1cccnc1
→ 5, i, -1, -119, -9, -2, 11, 4, 0
> CCc1ccc(N2C(=O)C3C4CCC(C4=C(C)C)C3C2=O)cc1 (configuration not stated)
→ 1, i, 2, 4, 11, -1, 8, -2, -5
> CCCC(=O)Nc1nc2ccc(OCC)cc2s1
→ 0, i, -6, 4, 6, -7, 23, 3, -9
> CC(C)CC(NC(=O)c1cccc(Cl)c1)C(=O)O (configuration not stated)
→ -1, i, 4, 9, 5, -3, -1, 3, -7
> CCCCCCN1C=C/C(=C\C=C(C#N)C#N)c2ccccc21
→ -1, i, -17, -34, -100, -4, 35, 27, 41
> O=C(Nc1ccccc1)NC1CC2CCC(C1)N2Cc1nnnn1Cc1ccc2c(c1)OCO2 (configuration not stated)
→ -3, i, 7, 6, 2, -1, 17, 0, 6
> COC(=O)c1ccc(NC(=O)CSc2nn3c(=O)c(C)nnc3s2)cc1
→ 2, i, 1, -6, 21, -3, 15, 2, 0
> CN1CCN([C@H]2CS(=O)(=O)N[C@@H]2COCc2ccccc2)CC1
→ -1, i, -2, 3, -10, -3, 5, 2, -10
> Cc1ccc(S(=O)(=O)N2CCCN(S(=O)(=O)c3ccc4c(c3)OCCO4)CC2)cc1
→ -2, i, -5, 8, -8, -1, 6, -2, 13

Some entries already given, showing only SKN-1 block and CendR NRP1 mod:
SMILES	SKN-1 block	CendR NRP1 mod
O=C(Nc1ccccc1)NC1CC2CCC(C1)N2Cc1nnnn1Cc1ccc2c(c1)OCO2 (configuration not stated)	17	6
COC(=O)c1ccc(NC(=O)CSc2nn3c(=O)c(C)nnc3s2)cc1	15	-6
CN1CCN([C@H]2CS(=O)(=O)N[C@@H]2COCc2ccccc2)CC1	5	3

Other compounds
Values run as follows: Rin1-Abl PPI inh, Neddyl block, eLon inh, CendR NRP1 mod, PABP1 MLLE inh, MsrA act, SKN-1 block, MT1-MMP act inh, FAS TE block
> COc1ccc(C2N=C(N)N=C(N)N2c2ccc(C)cc2)cc1 (configuration not stated)
→ -3, i, -6, 7, -6, -6, 2, -10, -8
> Cc1ccc(C(=O)OCC(=O)Nc2cc(F)ccc2F)cc1NC(=O)c1ccco1
→ 0, i, 6, -12, -23, -1, -16, 5, 0
> CCOC(=O)c1c(C)n(CC)c2c1cc(O)c1ccccc12
→ 1, i, -1, -10, 4, 6, 10, -2, 2
> COc1ccc(CNC(=O)CN(Cc2ccc(C)cc2)C(=O)c2csnn2)cc1
→ 1, i, -3, 12, 44*, -2, -2, 0, 3
> COC(CC(=O)NNC(=S)Nc1ccc(Cl)cc1)OC
→ 2, i, -9, 12, -1, -7, 2, 0, -8
> COc1ccccc1CCn1c(N)cc(=O)[nH]c1=O
→ 0, i, -13, 4, 15, -14, 6, 3, -2
> CCOc1ccc(NS(=O)(=O)c2ccc(-c3coc(C)n3)cc2)cc1
→ -3, i, -9, 9, 4, -2, 21, 1, 8
> CCN(CC)S(=O)(=O)c1ccc(N/N=C/c2ccc(O)cc2)nc1
→ 2, i, 6, 12, -16, -4, -1, 1, 6
> O=C(c1ccoc1)N1CCN(c2cc(-c3ccco3)nc3cc(-c4ccccc4)nn23)CC1
→ 0, ·, -3, -28, -1, 5, 5, -7, 22
> C=CCSc1nc(C)c2cc(C)cc(C)c2n1
→ 0, i, -6, 3, 9, -2, 9, -2, 18
> O=C(CCS(=O)(=O)c1ccccc1)Nc1ccccn1
→ 1, i, 12, 8, -3, 5, -4, 0, -1
> CCOc1ccccc1N1C(=O)c2cccnc2C1=O
→ -2, i, -8, 7, 1, -1, 6, 1, -1
> NC(=O)C1CCN(c2nc(-c3cccs3)cs2)CC1
→ 0, i, -3, 8, -8, 0, -4, 2, 7
> Cc1cccc(N2CC(C(=O)Nc3nnc(SCCN4CCOCC4)s3)CC2=O)c1 (configuration not stated)
→ -2, i, -19, -34, -49, -3, 7, -7, -3
